Screening results from PubChem.
PLK1 PBD inh – PLK1 (human) polo-box domain binding inhibition | P53350 | Plk1 PBD binding of FITC phosphopeptide, fluorescence polarization | Potency, µM, inactives show max response, negative = inhibition, hits mostly inhibitors | actives 2.8% (n = 360,000); also: potency is read from the fitted curve at half-maximal effect; series mostly up to about 57 µM; % is scaled to controls: 0 for no effect and ±100 for the full control effect; nearly all actives have a fitted effect of over 65% in size
Target sequence (P53350 whole entry, looked up, the tested form may be a part): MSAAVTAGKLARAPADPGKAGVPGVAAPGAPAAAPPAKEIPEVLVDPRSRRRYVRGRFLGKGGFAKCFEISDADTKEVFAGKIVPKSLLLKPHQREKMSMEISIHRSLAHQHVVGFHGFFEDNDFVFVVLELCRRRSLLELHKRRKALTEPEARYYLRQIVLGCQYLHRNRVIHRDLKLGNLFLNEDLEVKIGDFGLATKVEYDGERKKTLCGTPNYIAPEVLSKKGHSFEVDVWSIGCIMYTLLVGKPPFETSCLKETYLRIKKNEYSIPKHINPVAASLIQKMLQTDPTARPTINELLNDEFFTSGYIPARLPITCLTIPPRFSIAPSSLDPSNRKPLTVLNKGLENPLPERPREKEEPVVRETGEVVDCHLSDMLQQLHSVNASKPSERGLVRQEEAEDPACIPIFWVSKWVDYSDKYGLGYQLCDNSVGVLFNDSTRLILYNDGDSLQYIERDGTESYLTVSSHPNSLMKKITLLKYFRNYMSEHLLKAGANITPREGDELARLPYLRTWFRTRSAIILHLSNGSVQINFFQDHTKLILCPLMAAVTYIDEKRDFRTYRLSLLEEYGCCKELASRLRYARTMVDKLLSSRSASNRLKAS
WRN helicase inh – inhibitors of human WRN helicase | WRN helicase unwinding, fluorescent forked duplex, kinetic | Potency, µM (doses to about 114 µM), without a hit: at the top dose activity change, negative = inhibition, hits mostly inhibitors | actives 0.46% (n = 360,000); also: potency is read from the fitted curve at half-maximal effect; % is scaled to controls: 0 for no effect and ±100 for the full control effect; nearly all actives have a fitted effect of over 55% in size
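WRN at 20 nM final preincubated with compound 15 min at room temperature; reaction started with 100 nM fluorophore/quencher forked duplex oligonucleotide and 2 mM ATP final. Unwinding followed kinetically by red fluorescence (ex 525, em 598 nm).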
IL-2 act – activators of IL-2 | IL-2 activation reporter assay, cell-based qHTS; stimulated with anti-CD3/CD4/CD28 beads; in transgenic mouse T cells | activation, % (series mostly up to about 46 µM) | actives 0.065% (n = 360,000) | AID 652025; in the data active = activation above about 50%; inconclusive = mostly about 30% to 49%; also: 0% is about no effect
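Unstimulated transgenic mouse T cells, 750 per well, received compound and, after 60 minutes, anti-CD3/anti-CD4 bead plus anti-CD28 stimulation. EGFP and DsRed were quantified after 18 hours.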
EPAC1 ag – agonists of human EPAC1; Potency, µM (series often up to 154 µM), for inactives: at the top dose activation, usual class: activators; EPAC1 agonist qHTS, biochemical assay; response scale: 100% = response to 6.5 mM cAMP; actives 0.073% (n = 360,000); also: potency is read from the fitted curve at half-maximal effect; nearly all actives have a fitted effect of over 60% in size
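Compounds were pinned as a concentration titration into mixtures of EPAC1 (100 nM), BODIPY-GDP-loaded Rap1B (250 nM) and GDP (50 uM). After 5 min at room temperature, fluorescence was followed for 30 min; activity was scaled to 6.5 mM cAMP.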
EPAC1 antag – blocks human EPAC1 exchange factor | O95398 | EPAC1 GEF assay, Rap1b-BODIPY-GDP exchange fluorescence | Potency, µM (series often up to 115 µM), without a hit: at the top dose activity change, negative = inhibition, hits mostly inhibitors | actives 0.14% (n = 360,000) | AID 720709;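 also: potency is read from the fitted curve at half-maximal effect; plate controls were vehicle for no effect and positive control for full effect; nearly all actives have a fitted effect of over 50% in size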
PI5P4K alpha inh – inhibitors of human PI5P4K alpha; actives 1.2% (n = 330,000); PI5P4Kalpha enzyme, ADP-Glo luminescence, 60 min; stronger effect = lower value; max response, %; P48426; active = max response of -50% or lower; inconclusive = between -30% and -50%; inactive = -30% or higher; also: value at the top dose of about 77 µM; % is scaled to controls: 0 for no effect and ±100 for the full control effect
Target sequence (P48426 whole entry, looked up): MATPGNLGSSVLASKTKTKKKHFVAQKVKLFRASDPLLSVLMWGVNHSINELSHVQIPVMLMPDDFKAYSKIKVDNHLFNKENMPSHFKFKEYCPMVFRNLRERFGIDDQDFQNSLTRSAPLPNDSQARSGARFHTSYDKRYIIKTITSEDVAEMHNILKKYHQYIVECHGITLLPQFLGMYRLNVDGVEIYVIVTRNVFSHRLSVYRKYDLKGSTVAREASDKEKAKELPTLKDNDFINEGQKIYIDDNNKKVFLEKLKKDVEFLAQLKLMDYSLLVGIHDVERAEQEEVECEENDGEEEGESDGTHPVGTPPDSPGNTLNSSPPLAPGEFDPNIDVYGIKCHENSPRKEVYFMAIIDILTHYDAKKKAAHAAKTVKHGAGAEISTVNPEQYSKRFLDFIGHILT
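Quantitative HTS of the MLSMR library against PI5P4Kalpha with substrate. ATP added last at 5 microM final; room temperature, 60 minutes. Remaining ATP depleted, ADP converted and read as luminescence.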
FUS suppressor – suppressors of FUS proteinopathy in yeast; S. cerevisiae FUS-expressing, growth rescue, OD600, 24 h; Potency, µM (top dose mostly 76.6 µM), for the others: top-dose growth rescue (activation), hits mostly activators; actives 0.24% (n = 390,000);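 also: potency is read from the fitted curve at half-maximal effect; plate controls were DMSO vehicle for no effect and reference control for full effect; nearly all actives have a fitted effect of over 55% in size; some results filed as inactive show a strong effect at the top dose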
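FUS-expressing yeast, raffinose-pregrown, induced in 2% galactose minimal medium at OD 0.005; compounds in a dilution series, 24hr at 30C. Growth restoration read as absorbance at 600 nm. CP55940 positive control, DMSO negative.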
Abeta rescue – restores growth of yeast expressing A-beta42 peptide; Potency, µM (titrated, usually from 46.1 µM), for inactives: at the highest dose growth rescue, usual class: activators; yeast expressing A-beta42, growth rescue, OD600, 48 h; response scale: 0% DMSO, 100% iron-clioquinol control; AID 1347071; actives 0.063% (n = 410,000); also: potency is read from the fitted curve at half-maximal effect; nearly all actives have a fitted effect of over 55% in size
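Yeast A-beta toxicity model in growth medium with pinned compounds, 48 h at 30 C; growth read as absorbance at 600 nm. Normalized to FeCl3/clioquinol equimolar mix (positive) and DMSO (negative).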
* hit, by the source's call; u = inconclusive; x = no result given. Unless noted, calls follow the shape of the dose curve; as a rule, active = well fitted curve in the direction sought with a large enough effect; inconclusive = small, poorly fitted or top-dose-only effect, or another doubt; inactive = no such curve, though single readings can be large; an effect the other way counts as inactive or inconclusive. Random draw from the library. Share with any hit: about 4.1%.

SMILES	PLK1 PBD inh	WRN helicase inh	IL-2 act	EPAC1 ag	EPAC1 antag	PI5P4K alpha inh	FUS suppressor	Abeta rescue
Cc1c(NC(=O)CSc2nc3ccccc3n2C)c(=O)n(-c2ccccc2)n1C	4%	-1%	-0.4	7%	-27%	2	11%	1%
CCOC(=O)C1=C(c2ccccc2)N=c2s/c(=C\c3ccc(O)cc3)c(=O)n2C1c1cccs1 (stereo unspecified)	23%	u	2.8	24%	6%	x	u	-22%
Cn1nc(C(=O)NCCc2ccc(S(N)(=O)=O)cc2)c2ccccc2c1=O	3%	2%	-0.3	6%	14%	2	-21%	-1%
COc1ccc(NS(=O)(=O)c2cccc(C(=O)O)c2)cc1	0%	-12%	-1.3	-4%	-7%	x	12%	-6%
O=C(C1CC1)N1CCC(C(O)(c2ccccc2)c2ccccc2)CC1	-7%	-4%	-1.4	-3%	2%	0	36%	2%
COC(=O)CN(c1ccccc1C)S(C)(=O)=O	-1%	-7%	-0.5	4%	-8%	-2	x	2%
COc1cc(OC)c(NC(=O)CCc2ccccc2)cc1Cl	-8%	-3%	-4.1	-1%	4%	-2	u	-9%
Cc1cc(C)n(-c2ncnc3ccccc23)n1	6%	0%	-0.9	4%	-6%	5	3%	-5%
O=C(Nc1cc([N+](=O)[O-])ccc1C(=O)NCCN1CCOCC1)c1ccccc1	-7%	-7%	0.5	-5%	12%	-4	x	-2%
CCSc1cc(C2C(C#N)=C(N)OC(C)=C2C(=O)OC)c(C)o1 (stereo unspecified)	-24%	-10%	-0.7	4%	8%	-6	-3%	11%
Cc1cc(C)c(NC(=O)CNC(=O)c2ccccc2OCc2c(C)noc2C)c(C)c1	-1%	-6%	-2.4	-4%	1%	-5	3%	9%
Cc1cc(N2CCN(c3ccccc3)CC2)n2nnnc2n1	-3%	-19%	2.2	1%	1%	4	x	10%
COc1ccc(N2CCN(Cc3nc(N)nc(Nc4ccc(C)c(Cl)c4)n3)CC2)cc1	-2%	-8%	-3.4	14%	-6%	x	22%	12%
COc1ccc(S(=O)(=O)NCC(c2ccc3c(c2)OCO3)N2CCOCC2)cc1 (stereo unspecified)	-5%	2%	-1.5	15%	-1%	9	1%	17%
COc1ccc(N2CCN(C(=O)C3CCCN(S(=O)(=O)c4ccc(C)cc4)C3)CC2)cc1 (stereo unspecified)	4%	0%	0.3	-5%	6%	-5	-9%	2%
O=C(O)c1cc2c(cc1NC(=O)c1c(F)cccc1Cl)OCCCO2	-13%	5%	0.0	-1%	-10%	-12	22%	-1%
CCOC(=O)c1ccc2ncc(C(=O)OCC)c(NCCN(C)C)c2c1	-4%	-4%	0.1	-2%	0%	1	-27%	-8%
O=C(NCCSc1ccccn1)c1ccc(Cl)cc1	-10%	-6%	-0.1	-2%	-4%	1	1%	-3%
CCCNC(=O)c1ccc(N2CCC3(CC2)CC(c2ccccc2)=NO3)c(NC(=O)Cc2ccc(F)cc2)c1	1%	-8%	-0.6	-5%	-12%	1	28%	9%
CS(=O)(=O)c1ccc(-c2cccc(NC(=O)COc3ccccc3)c2)nn1	-21%	-8%	-3.1	-2%	-12%	-5	-2%	0%
Cc1c(NC(=O)c2ccco2)c(=O)n(-c2ccccc2)n1C	-5%	3%	0.4	-7%	-19%	-4	-19%	-5%
CCc1nnc(NC(=O)C(NS(=O)(=O)c2ccc3c(c2)OCCO3)C(C)C)s1 (stereo unspecified)	-15%	-1%	-1.1	-4%	4%	0	-11%	10%
COc1ccc2c(/C=C/c3cc[n+](C)cc3)c[nH]c2c1	25%	-12%	28	8%	7%	11	9%	-21%
O=c1oc2ccccc2cc1-c1ccc(O)cc1O	2%	-8%	2.3	-6%	0%	14	x	10%
N#C/C(=C\c1ccncc1)c1nc2ccccc2o1	0%	-1%	-0.1	9%	16%	1	22%	-4%
COc1cc2nc(NC(=O)c3ccc(Cl)cc3)sc(=O)c2cc1OC	u	-2%	1.4	7%	2%	3	-12%	0%
COc1cccc(C(=O)/C=C/Nc2ccc(S(=O)(=O)Nc3onc(C)c3C)cc2)c1	0%	u	-0.2	3%	5%	6	-16%	15%
Nc1ccc(C(O)(C(F)(F)F)C(F)(F)F)cc1	-7%	6%	-1.4	-7%	-5%	x	17%	-7%
COc1ccc(NC(=O)Nc2ccc(F)cc2)c(C)c1	u	4%	0.8	10%	-10%	-7	-17%	-13%
CCn1c(CC(=O)Nc2ccccc2)nnc1SCC(=O)Nc1nnc(C)s1	1%	-13%	-2.5	-1%	8%	1	0%	-4%
Cc1ccc(SC(C)c2nc(-c3ccccc3)no2)cc1 (stereo unspecified)	-10%	-6%	0.1	-4%	-7%	16	-4%	7%
Cc1ccc2c(c1)C(c1ccccc1)N(C(=O)c1c(F)cccc1Cl)CC(=O)N2 (stereo unspecified)	-9%	-7%	1.2	3%	-14%	3	30%	7%
c1ccc(-n2cnnc2SCc2nc3ccccc3s2)cc1	-7%	-3%	7.6	10%	0%	x	40%	7%
O=C(Nc1ccc(S(=O)(=O)NCC2CCCO2)cc1)c1cnccn1 (stereo unspecified)	-3%	0%	-0.2	3%	-4%	-2	11%	-2%
O=S(=O)(c1ccc(Cl)cc1)N1CCCN(c2nc3ccc(Cl)cc3s2)CC1	4%	-7%	6.5	-2%	16%	5	-20%	1%
COC(=O)c1ccc(COC(=O)CNC(=O)c2ccc(-c3ccccc3)cc2)cc1	-3%	-5%	-0.3	5%	14%	-2	-14%	-2%
COc1ccc(OCc2cc(C(=O)N3C[C@H]4CC[C@H]3C4)no2)c(Cl)c1	-10%	7%	1.7	-6%	-14%	15	17%	-9%
COc1ccc(S(=O)(=O)N(C)CC(=O)N2CCN(c3ccc(F)cc3)CC2)cc1OC	-4%	5%	1.0	1%	13%	x	26%	13%
CC(C)Oc1ccc(C(=O)Nc2ccc(N3CCCC3)cc2)cc1	-5%	-13%	0.1	-27%	-17%	x	u	1%
CC(=O)c1cccc(NC(=O)Nc2ccc(C)cc2)c1	4%	3%	0.9	6%	-5%	0	4%	-4%
CCOC(=O)CNC(c1ccccc1)c1cc(Br)ccc1NC(C)=O (stereo unspecified)	-1%	-5%	-2.9	-7%	10%	5	5%	-4%
Cc1cccc(C)c1NC(=O)CN(C)C(=O)CN1C(=O)NC(C)(C)C1=O	-8%	2%	2.1	1%	10%	-1	16%	-4%
Cc1ccccc1CN1CCN(C(=O)c2ccc(F)cc2)CC1	5%	10%	1.0	6%	-1%	0	-26%	2%
Cn1cc(S(=O)(=O)N2CCOCC2)cc1C(=O)Nc1ccc(Cl)cc1	-15%	-2%	-2.6	-16%	-8%	-2	-6%	-6%
CCOc1ccccc1NC(=O)c1nc(-c2ccccc2)oc1C	4%	-7%	-0.1	14%	2%	17	-40%	6%
CSc1ccccc1C(=O)N1CCc2ccccc2C1	-6%	8%	0.0	-4%	8%	-5	-5%	6%
COc1ccc(S(=O)(=O)NCc2cccnc2)c2ccccc12	-9%	3%	0.8	-5%	-5%	3	7%	-4%
CC(NC(=O)c1ccccc1)c1nnc(SCC(=O)Nc2nnc(C3CC3)s2)n1C (stereo unspecified)	-1%	-7%	0.1	12%	-17%	2	2%	1%
CCOC(=O)N1CCN(C(=O)CS(=O)Cc2nc(-c3cccc(C)c3)oc2C)CC1 (stereo unspecified)	-21%	7%	0.1	0%	4%	5	-5%	-12%
CCCc1cc(=O)[nH]c(SCC(=O)Nc2ccc(N3CCCCC3)cc2)n1	-14%	-12%	0.9	8%	-6%	-22	4%	4%
Cc1ccc(C)c(N(CC(N)=O)S(C)(=O)=O)c1	27µM*	9%	1.4	2%	-7%	-1	1%	-7%
C[C@@]12C(=O)N(c3cccc(Cl)c3)C(=O)N1[C@@H]1c3ccccc3OC[C@@H]1[C@H]2c1ccccc1	-6%	-3%	-0.1	-6%	-4%	5	12%	3%
O=C(CCc1ccccc1)Nc1ccc(F)cc1F	-2%	-2%	0.0	2%	-2%	x	-1%	1%
CCN(CC)C(=O)/C(=C/c1ccc(F)cc1)NC(C)=O	-1%	7%	-0.6	-7%	6%	4	x	10%
NS(=O)(=O)c1cccc(NC(=O)COC(=O)/C(=C/c2cccs2)c2cccs2)c1	5%	-8%	-0.5	17%	-3%	u	28%	3%
COc1ccc(N2C(=O)CC(SC(C)C)C2=O)cc1 (stereo unspecified)	-5%	16%	-0.6	-3%	-19%	4	x	5%
CCCOc1ccc(Cl)cc1CNc1ccccc1	17µM*	4%	-3.7	3%	-1%	-2	-7%	20%
Cc1ccc(C(=O)NNC(=O)c2csc(N3CCOCC3)n2)s1	-6%	-2%	0.9	-3%	2%	-4	17%	-6%
COc1ccccc1-c1noc(CCCC(=O)NC2CCCC2)n1	-17%	10%	0.4	3%	2%	1	26%	2%
Cc1cc(-c2n[nH]c(=S)n2/N=C/C(Cl)=C/c2ccccc2)n[nH]1	u	-27%	2.5	-9%	-12%	-13	x	u
Continued:
SMILES	PLK1 PBD inh	WRN helicase inh	IL-2 act	EPAC1 ag	EPAC1 antag	PI5P4K alpha inh	FUS suppressor	Abeta rescue
Cc1ccc(C)n1-c1nn(S(=O)(=O)c2cccc(C(F)(F)F)c2)c2cccc(F)c12	-2%	0%	0.2	-7%	-9%	3	5%	5%
CCSc1n[nH]c2nc3c(c(=O)n12)C1(CCCC1)Cc1ccccc1-3	21µM*	-10%	0.9	10%	3%	-7	-18%	11%
COc1ccc(S(=O)(=O)N(C)C)cc1NC(=O)CCNC(=O)c1ccco1	-3%	-3%	0.6	8%	9%	7	-12%	-9%
CCCCc1ccc(S(=O)(=O)NC(=O)C2(C)CCN2C(=O)c2cccc(F)c2)cc1 (stereo unspecified)	-2%	5%	0.4	-13%	26%	-9	19%	-24%
O=[N+]([O-])c1cnccc1Nc1ccccc1	27µM*	7%	0.9	0%	-15%	-2	-12%	-11%

Entries of single compounds from above:
`Cc1ccc(SC(C)c2nc(-c3ccccc3)no2)cc1` (stereo unspecified) across the screens: PLK1 PBD inh = -10%; WRN helicase inh = -6%; IL-2 act = 0.1; EPAC1 ag = -4%; EPAC1 antag = -7%; PI5P4K alpha inh = 16; FUS suppressor = -4%; Abeta rescue = 7%
`Cc1c(NC(=O)CSc2nc3ccccc3n2C)c(=O)n(-c2ccccc2)n1C` across the screens: PLK1 PBD inh = 4%; WRN helicase inh = -1%; IL-2 act = -0.4; EPAC1 ag = 7%; EPAC1 antag = -27%; PI5P4K alpha inh = 2; FUS suppressor = 11%; Abeta rescue = 1%
